PI5P4K alpha inh – blocks human PI5P4K alpha kinase activity; P48426; max response, %; actives 1.2% (n = 330,000); PI5P4Kalpha enzyme, ADP-Glo luminescence, 60 min; active compounds read low; active = max response of -50% or lower; inconclusive = between -30% and -50%; inactive = -30% or higher; also: value at the top dose of about 77 µM; % is scaled to controls: 0 for no effect and ±100 for the full control effect
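PI5P4Kalpha ADP-Glo assay; 5 microM ATP final; 60 min RT reaction; HEPES pH 7.4/EGTA/CHAPS, 5% DMSO; controls lacking substrate or enzyme; luminescent end-point.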
PLK1 PBD block – inhibitors of human PLK1 polo-box domain binding; P53350; Plk1 PBD binding of FITC phosphopeptide, fluorescence polarization; Potency, µM, without a hit: max response, negative = inhibition, hits mostly inhibitors; actives 2.8% (n = 360,000); AID 720504; also: potency is read from the fitted curve at half-maximal effect; series mostly up to about 57 µM; % is scaled to controls: 0 for no effect and ±100 for the full control effect; nearly all actives have a fitted effect of over 65% in size
WRN inhibitor – blocks human WRN helicase | Q14191 | WRN helicase unwinding, fluorescent forked duplex, kinetic | Potency, µM (highest dose often 114 µM), for inactives: top-dose activity change, negative = inhibition, actives largely listed as inhibitors | actives 0.46% (n = 360,000) | AID 651768; also: potency is read from the fitted curve at half-maximal effect; % is scaled to controls: 0 for no effect and ±100 for the full control effect; nearly all actives have a fitted effect of over 55% in size
Target sequence (Q14191 whole entry, looked up): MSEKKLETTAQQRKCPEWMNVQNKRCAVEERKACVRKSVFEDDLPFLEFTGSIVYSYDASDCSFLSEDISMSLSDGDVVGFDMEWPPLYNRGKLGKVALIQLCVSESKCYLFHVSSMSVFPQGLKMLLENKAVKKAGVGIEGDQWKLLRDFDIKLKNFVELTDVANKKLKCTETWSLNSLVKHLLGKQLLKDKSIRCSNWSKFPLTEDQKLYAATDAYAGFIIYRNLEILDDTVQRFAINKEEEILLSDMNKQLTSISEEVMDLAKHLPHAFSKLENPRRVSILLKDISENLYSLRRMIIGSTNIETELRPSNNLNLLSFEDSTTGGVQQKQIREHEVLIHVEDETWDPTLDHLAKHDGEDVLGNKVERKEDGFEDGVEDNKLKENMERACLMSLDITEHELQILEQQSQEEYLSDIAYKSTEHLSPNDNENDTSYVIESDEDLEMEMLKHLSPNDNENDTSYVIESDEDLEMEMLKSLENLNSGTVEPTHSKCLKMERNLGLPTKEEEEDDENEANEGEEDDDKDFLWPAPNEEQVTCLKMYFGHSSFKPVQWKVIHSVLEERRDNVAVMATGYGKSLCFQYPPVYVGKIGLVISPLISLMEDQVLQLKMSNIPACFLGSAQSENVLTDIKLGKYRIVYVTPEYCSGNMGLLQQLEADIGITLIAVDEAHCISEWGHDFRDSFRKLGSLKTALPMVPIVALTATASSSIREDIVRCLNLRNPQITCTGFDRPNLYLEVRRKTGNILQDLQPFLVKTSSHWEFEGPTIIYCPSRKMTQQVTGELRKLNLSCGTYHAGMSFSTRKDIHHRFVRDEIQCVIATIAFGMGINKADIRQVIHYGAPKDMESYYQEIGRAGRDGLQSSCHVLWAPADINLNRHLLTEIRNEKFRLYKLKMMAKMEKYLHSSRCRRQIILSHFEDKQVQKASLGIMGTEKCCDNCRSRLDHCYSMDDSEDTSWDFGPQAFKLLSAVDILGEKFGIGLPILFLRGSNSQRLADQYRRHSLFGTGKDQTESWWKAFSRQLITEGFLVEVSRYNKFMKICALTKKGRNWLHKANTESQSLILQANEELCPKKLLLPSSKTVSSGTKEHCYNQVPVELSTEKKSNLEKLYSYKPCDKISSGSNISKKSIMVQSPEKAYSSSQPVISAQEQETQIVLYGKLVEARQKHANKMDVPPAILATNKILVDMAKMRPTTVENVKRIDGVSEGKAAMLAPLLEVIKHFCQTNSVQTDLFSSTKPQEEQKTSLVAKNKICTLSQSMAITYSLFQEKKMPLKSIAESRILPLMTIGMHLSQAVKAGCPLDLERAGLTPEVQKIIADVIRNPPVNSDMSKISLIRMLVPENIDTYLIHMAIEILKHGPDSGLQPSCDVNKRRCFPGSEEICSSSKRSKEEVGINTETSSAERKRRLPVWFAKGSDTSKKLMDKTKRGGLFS
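WRN at 20 nM final was preincubated with compound for 15 min at room temperature; reaction started with 100 nM forked duplex oligonucleotide carrying fluorophore and quencher plus 2 mM ATP (final). Unwinding followed kinetically by red fluorescence (ex 525/em 598 nm).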
D3 ag – D3 dopamine receptor (human) agonism | max activation, % | actives 0.58% (n = 410,000) | D3R DiscoveRx beta-arrestin cells, luminescence, 90 min | AID 652048 | P35462; in the data active = max activation above about 30%; also: 0% is about no effect; mostly tested at two doses, the higher about 12 µM
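Cells at 1500/well, incubated overnight, then treated with pinned compounds (dopamine as control) for 90 min at 37 degrees C. DiscoveRx reagent added for 30 - 60 minutes at room temperature; luminescence read.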
GLP-1R agonist – GLP-1 receptor (human) agonism. P43220. HEK293 GLP-1R CRE-luciferase, luminescence, 4-6 h; cells express a hypersensitive GLP-1R form. Potency, µM (series often up to 45.6 µM), inactives show at the highest dose activation, actives largely listed as activators. actives 0.007% (n = 380,000); also: potency is read from the fitted curve at half-maximal effect; % of control where 0% means no effect
GLP-1R inv ag – acts as inverse agonist at human GLP-1 receptor; actives 1.6% (n = 410,000); HEK293 GLP-1R CRE-luciferase, luminescence, 24 h; GLP-1R form is constitutively active; P43220; AID 624417; Potency, µM (series often up to 38.3 µM), inactives show at the highest dose activity change, negative = inhibition, actives largely listed as inhibitors; also: potency is read from the fitted curve at half-maximal effect; % is scaled to controls: 0 for no effect and ±100 for the full control effect; nearly all actives have a fitted effect of over 55% in size
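HEK293 cells stably co-expressing a cAMP-responsive luciferase reporter and constitutively active GLP-1R were seeded, incubated 12 h, then exposed to compounds for 24 h at 37 C. Luminescence was read 12 min after detection reagent; inverse agonists lower signal.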
IL-2 act – IL-2 activation. activation, % (series mostly up to about 46 µM). IL-2 activation reporter assay, cell-based qHTS; stimulated with anti-CD3/CD4/CD28 beads; in transgenic mouse T cells. actives 0.065% (n = 360,000); in the data active = activation above about 50%; inconclusive = mostly about 30% to 49%; also: 0% is about no effect
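First, unstimulated transgenic mouse T cells were exposed to compound for 60 min. Next, anti-CD3/anti-CD4-coated beads with anti-CD28 were added. Finally, after 18 h at 37 degrees C, EGFP and DsRed were imaged.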
GLP1R cytotox – cytotoxic in the GLP-1 receptor inverse agonist counter-screen; HEK293 cAMP-luciferase reporter cells, luminescence, 24 h; Potency, µM (series often up to 38.3 µM), without a hit: at the highest dose activity change, negative = inhibition, most hits filed as inhibitors; actives 0.13% (n = 410,000); AID 624418;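 also: loss of luciferase light is scored as toxicity; potency is read from the fitted curve at half-maximal effect; % is scaled to controls: 0 for no effect and ±100 for the full control effect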
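1536-well qHTS counterscreen of the MLSMR; 200 cells/uL, 12 h pre-incubation, 23 nL cpd, 24 h at 37 deg C 5% CO2, luciferase detection reagent, 12 min RT, luminescence. Inhibition = undesired.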
D3 antag – blocks the human D3 dopamine receptor | P35462 | D3R cells, DiscoveRx beta-arrestin luminescence, antagonist mode; active compounds read low | max response, negative = inhibition, % | actives 2.5% (n = 360,000); in the data active = max response below about -50%; inconclusive = no clear call, values can overlap the other calls; also: % is scaled to controls: 0 for no effect and ±100 for the full control effect; mostly tested at two doses, the higher about 12 µM
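Cells expressing the human receptor were seeded at 1500 cells/well, incubated overnight at 37 degrees C in 5% CO2, then exposed to library compounds with dopamine controls for 90 minutes at 37 degrees C before luminescent detection.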
* = called active by the depositor; ? = inconclusive; · = not tested or not shown; & = joins results of further samples; [ ] = dose if it differs, or a comment. Unless noted, calls follow the shape of the dose curve; as a rule, active = well fitted curve in the direction sought with a large enough effect; inconclusive = small, poorly fitted or top-dose-only effect, or another doubt; inactive = no such curve, though single readings can be large; an effect the other way counts as inactive or inconclusive.

SMILES	PI5P4K alpha inh	PLK1 PBD block	WRN inhibitor	D3 ag	GLP-1R agonist	GLP-1R inv ag	IL-2 act	GLP1R cytotox	D3 antag
COc1ccc(CN(C(=O)c2ccco2)c2ccc(C)c(C)c2)cc1	4	-19%	-8%	1	28%	?	-0.4	-29%	6
CC(=O)OCc1nc2ccccc2s1	·	-5%	16%	-11	7%	-9%	-2.9	0%	?
CC(Sc1cccc[n+]1[O-])C(=O)NC1CCCCC1C (stereo not given)	-19	24µM*	1%	-18	-4%	-11%	-0.9	-11%	-17
Cn1c(N)c(C(=O)N2CCN(c3ccccc3)CC2)c(=O)n(C)c1=O	3	-2%	-6%	7	1%	31%[activator]	-2.6	5%	1
COc1ccccc1CNC(=O)c1cc(C(C)C)nc2ccccc12	8	-2%	3%	4	19%	?	-0.2	-11%	1
COc1cc(OC)cc(-c2nc3nc(C)c(CCC(=O)Nc4ccc(F)cc4F)c(C)n3n2)c1	·	·	·	0	3%	8%	·	4%	·
OC(c1ccc(Cl)c(Cl)c1)c1ncc(-c2ccc(Cl)cc2)[nH]1 (stereo not given)	13	-5%	-3%	-9	11%	?	-0.4	-9%	-12
Cc1cccc(NC(=O)CSc2ncnc3c2oc2ccccc23)c1	-3	-13%	6%	-4	2%	5%	-4.7	0%	-10
OCC(O)C1OC(Nc2ccc(Cl)cc2)C(O)C1O (stereo not given)	-6	-11%	-1%	7	3%	-11%	-0.3	-23%	21
CC(C)(C)c1ccc(C(=O)Nc2cccnc2)cc1	1	-1%	-6%	-1	-1%	?	-3.7	-19%	7
N#C/C(C(=O)NCc1ccccc1)=C1\SC(CCO)C(=O)N1c1ccccc1 (stereo not given)	0	?	1%	-1	0%	?	0.3	-8%	-3
CC(c1ccccc1)N1CC(C(=O)N2CCN(c3ccc(F)cc3)CC2)CC1=O (stereo not given)	·	-5%	7%	1	-10%	1%	-2.7	-20%	-9
COc1ccc(-c2nc(CS(=O)CC(=O)NCc3ccccc3)c(C)o2)cc1OC (stereo not given)	0	-12%	1%	-6	-4%	59%[activator]	-2.4	-5%	-17
OC(CNCC1(N2CCCCC2)CCCCC1)COc1ccc(Cl)cc1Cl (stereo not given)	10	-7%	-13%	-4	7%	?	-3.9	?	-19
CS(=O)(=O)N(CC(=O)N1CCN(c2ccc(F)cc2)CC1)C1CCCCC1	·	-10%	-15%	-21	-3%	1%	-2.5	6%	2
FC(F)(F)c1cc(C(F)(F)F)c2ccc(N3CCN(c4ccccc4)CC3)nc2n1	-3	-1%	0%	-1	-9%	0%	-1.3	-10%	-4
CC(=O)Nc1cccc(N2C(=O)CCC2=O)c1	-5	2%	5%	4	-18%	7%	2.8	1%	17
CCN1CCN(c2cc(C(C)C)nc3c(-c4ccccc4)c(C)nn23)CC1	0	-7%	-8%	-18	20%	4µM*	-3.5	?	-26
S=C(Nc1ccc(Oc2ccccc2)cc1)Nc1cccnc1	-1	?	-2%	-3	-3%	-25%	0.8	-8%	5
O=C(NNc1c2ccccc2nc2ccccc12)c1ccc(O)cc1O	?	2%	?	-7	-6%	9%	0.7	?	?
O=C1CC(=O)Nc2cc(S(=O)(=O)Nc3ccc(F)cc3Cl)ccc2N1	0	-14%	-4%	-7&6	-2%	-2%&0%	-3.9	11%&1%	0
CC(=O)c1ccc(N2CCN(S(=O)(=O)c3ccc4ccccc4c3)CC2)cc1	1	2%	8%	-13	-6%	2%	2.8	6%	1
O=C(COc1ccc(CNC[C@H]2O[C@@H](n3ccc(=O)[nH]c3=O)[C@H](O)[C@@H]2O)cc1)Nc1ccccn1	1	-6%	-9%	7	6%	20%	0.5	0%	8
CCCOc1cccc(C(=O)Nc2cccc3ncccc23)c1	0	-3%	-1%	13	-1%	-8%	-0.6	-5%	8
CCC(C)n1cnc2c(=O)oc3ccccc3c21 (stereo not given)	·	-2%	-10%	-4	11%	10%	-2.9	-23%	-16

3 neighbouring entries out of the list so far:
SMILES	PI5P4K alpha inh	PLK1 PBD block	WRN inhibitor	D3 ag	GLP-1R agonist	GLP-1R inv ag	IL-2 act	GLP1R cytotox	D3 antag
O=C(COc1ccc(CNC[C@H]2O[C@@H](n3ccc(=O)[nH]c3=O)[C@H](O)[C@@H]2O)cc1)Nc1ccccn1	1	-6%	-9%	7	6%	20%	0.5	0%	8
CCCOc1cccc(C(=O)Nc2cccc3ncccc23)c1	0	-3%	-1%	13	-1%	-8%	-0.6	-5%	8
CCC(C)n1cnc2c(=O)oc3ccccc3c21 (stereo not given)	·	-2%	-10%	-4	11%	10%	-2.9	-23%	-16

(continued)
SMILES	PI5P4K alpha inh	PLK1 PBD block	WRN inhibitor	D3 ag	GLP-1R agonist	GLP-1R inv ag	IL-2 act	GLP1R cytotox	D3 antag
COc1ccc(C(=O)NNC(=O)Cn2nnc(-c3ccc(OC)c(OC)c3)n2)cc1	0	-13%	0%	1	-4%	18%	1.5	6%	4
CC(C)C(C)N(Cc1cccc(C(=O)O)c1)C(=O)c1ccc2ccccc2n1 (stereo not given)	3	5%	8%	2	-2%	-5%	-0.3	-30%	16
Cc1ccc(S(=O)(=O)CCc2nc3ccccc3[nH]2)cc1	-3	2%	-1%	3	4%	34%[activator]	0.6	1%	9
CCOc1ccc(NC(=O)CSc2nnc(C3CC3)n2C)cc1S(=O)(=O)N1CCCCC1	1	2%	1%	-2	-4%	4%	3.2	2%	-12
COc1ccc(-c2cc(C(F)(F)F)n3nc(C)cc3n2)cc1	3	-6%	2%	-12	5%	13%	-1.0	6%	-2
CCOC(=O)N1CCN(C(=O)C2CCN(c3ncnc4c3sc3cccc(F)c34)CC2)CC1	-1	-2%	-6%	5	5%	4%	-0.7	-3%	6
Cc1ccc(C)c(OCC(=O)OCC(=O)Nc2c(C)nn(-c3ccccc3)c2C)c1	5	-4%	-4%	0	-19%	7%	-3.3	16%	26
COc1cc(F)ccc1-c1cc(C(=O)Nc2ccc(NC(C)=O)cc2)[nH]n1	-14	-8%	-3%	4	7%	22%	0.2	-10%	30
CCOc1ccc(NC(=O)C2C3C=CC4(CN(C(C(=O)OC)C(C)C)C(=O)C24)O3)cc1 (stereo not given)	3	-2%	-8%	-6	-5%	6%	1.0	2%	?
O=C(CCc1ccccc1)Nc1ccc2ccccc2n1	0	-8%	-19%	-13	2%	-5%	-3.9	22%	27
COc1ccc2cc(CNc3ccc(C)cc3)c(=O)n(CC(=O)Nc3ccc(OC)c(Cl)c3)c2c1	·	·	·	7	0%	4%	·	-3%	·
COCCNC(=O)c1c(CS(=O)(=O)c2ccccc2)noc1C(=O)NCc1ccccc1	0	1%	9%	36*	-5%	-8%	-0.1	8%	13
Cc1ccc(NC(=O)CSc2nnc([C@@H]3CCCN3C(=O)OC(C)(C)C)o2)c(C)c1	8	?	-4%	9	7%	0%	0.9	-13%	-13
CCOC(=O)c1sc2nc(CC(=O)OC)nc(NCc3ccco3)c2c1C	-20	-7%	-23%	0	1%	25%	3.1	0%	3
O=C(Nc1ccc(NC(=S)NC(=O)c2cccs2)cc1)c1ccco1	2	-8%	?	-2	7%	-5%	-1.0	-16%	-7
CC1=C(C(=O)N(C(C)C)C(C)C)CC(CC(=O)NCCc2ccccn2)C(=O)N1CCCN1CCCC1=O (stereo not given)	-1	-7%	-8%	12	-1%	16%	0.0	-2%	14
CCn1c(CC(=O)Nc2ccc(C)c(Cl)c2)nnc1SCCOc1ccc(OC)cc1	·	-6%	4%	-28	2%	6%	-1.7	5%	9
COc1ccc(CCNC(=O)CN(c2cc([N+](=O)[O-])ccc2OC)S(C)(=O)=O)cc1OC	-6	?	5%[57.1 µM]	6	4%	24%	1.2	2%	-13
O=[N+]([O-])c1cccc(-c2n[nH]c(=S)n2-c2ccccc2)c1	-3	-14%	-16%	-15	-1%	11%	1.5	-6%	-20
Cc1ccc(NC(=S)/N=C(\N)Nc2nc(C)c3ccccc3n2)cc1C	13	1%	7%	-9	-20%	?	-2.3	?	-12
O=C(COC(=O)CN1C(=O)c2ccccc2C1=O)Nc1ccccc1[N+](=O)[O-]	1	-19%	1%	2	-2%	11%	-0.1	7%	-2
CC(=O)NCCc1ccc(S(=O)(=O)N2CCN(c3nc(-c4ccccc4)c(C)s3)CC2)cc1	2	1%	4%	-6	15%	21%	-0.9	7%	13
O=C(COC(=O)c1ccc(S(=O)(=O)N2CCCC2)cc1)NCCc1ccc(F)cc1	2	1%	-6%	1	-7%	14%	0.9	0%	-9
CC1(C)CC(=O)C([N+](=O)[O-])=C(NCCCC(=O)O)C1	7	-10%	-5%	15	-9%	13%	-2.5	-2%	-8
COc1ccc(OC)c(CCNC(=O)CCc2nnc3ccc(N4CCCCC4)nn23)c1	2	2%	9%	-7	6%	21%	-1.9	4%	21

(cont.)
SMILES	PI5P4K alpha inh	PLK1 PBD block	WRN inhibitor	D3 ag	GLP-1R agonist	GLP-1R inv ag	IL-2 act	GLP1R cytotox	D3 antag
O=c1cc(-c2ccccc2)c2cc3c(cc2[nH]1)OCCO3	-7	-13%	11%	1	14%	45%[activator]	0.7	-3%	15
O=S(=O)(Cc1ccc(Cl)cc1)N1CCN(Cc2ccccc2)CC1	·	-1%	0%	8	-8%	-18%	-0.4	-10%	-7
O=C(Cc1cccs1)N(c1ccc(F)cc1)C1(C(=O)NC2CCCCC2)CCCC1	0	-6%	4%	1	-7%	?	-0.3	-2%	-8
CSC(=NS(=O)(=O)c1ccccc1)NNC(=O)c1c(-c2c(Cl)cccc2Cl)noc1C	-1	-6%	3%[57.1 µM]	2	-2%	-7%	-0.1	6%	1
COC(=O)c1ccc(CN2CCN(Cc3ccccc3)C(CCO)C2)cc1 (stereo not given)	5	1%	-13%[57.1 µM]	-11	1%	-5%	-1.2	-3%	-26
O=C(O)c1sccc1Oc1ccc(NS(=O)(=O)c2ccccc2)cc1	1	-5%	-6%	-4	9%	9%	0.8	1%	4
CCN(CC(=O)N1CCCCCC1)S(=O)(=O)c1ccc(Cl)cc1	-6	-4%	-4%	-8	4%	-1%	-4.5	-1%	25
N#C/C(=C\c1ccc2c(c1)OCCO2)C(=O)Nc1nccs1	-25	0%	-14%	-3	9%	12%	0.1	8%	-2

Bioassay records from PubChem BioAssay.
